# Platelet DG rel: inhibitors of platelet dense granule secretion, primary screen, cell-based, MLPCN, human platelets | 300,000 compounds, 0.22% hits | inhibition, %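 (compounds screened at 7.5 µM in platelet-rich plasma)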 | human platelet-rich plasma, SFLLRN dense granule ATP release, luminescence;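 active means mean replicate score, as percent of positive control, at or above 50; inconclusive means mean below 50 but at least one replicate at or above 50; inactive means mean and every replicate below 50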
# HSP90 refold inh: HSP90 inhibitors, primary screen, cell lysate, luminescence. Heat shock protein HSP 90 (rabbit reticulocyte lysate; luciferase refolding). Rabbit reticulocyte lysate, luciferase refolding luminescence, 3 h. inhibition, % at 5.6 µM. 290,000 compounds, 0.91% hits. AID 1789, 2009;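 active means inhibition above the screen-wide mean plus 3 SD, computed separately per campaign, cut at about 16% in these data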;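 further: 0% = DMSO wells and 100% = 60 µM geldanamycin wells; inhibitors lower the luminescence because luciferase stays unfolded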
# aSyn UTR inh: MLPCN primary screen, SNCA 5' untranslated region; alpha-synuclein 5'UTR reporter, inhibitor activity; inhibition, % (tested at 7.5 µM); 300,000 compounds, 0.82% hits; AID 1813, 2009; in the data active means inhibition above about 60%; inconclusive means no clear call, values can overlap the other calls;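 further: H4 neuroglioblastoma cells stably carrying SNCA 5'UTR luciferase fusion; 0% = DMSO wells and 100% = positive control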
# AI-2 QS modul: Vibrio harveyi AI-2 quorum sensing modulators, primary screen, JMH597 strain, luminescence/OD600 ratio; Vibrio harveyi JMH597 AI-2 luminescence/OD600 ratio, 9 h; stronger effect = lower value; strain lacks LuxN and CqsS sensors; 0 = neutral-control median; activity change, % at 7.5 µM; 300,000 compounds, 0.4% hits; AID 2094, 2009; in the data active means activity change below about -75%, passing the limit was not always enough; inconclusive means no clear call, values can overlap the other calls;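 further: luminescence divided by OD600 gain over 9 h not by final OD600 alone; inactives centre near 13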
# HSF1 inh: HSF1 inhibitors in luciferase reporter cells, primary screen, cell-based, NIH3T3, luminescence. NIH3T3-HGL HSE-luciferase, MG132-induced, luminescence 8 h; stronger effect = lower value. activity change, negative = inhibition, % at 7.5 µM (by protocol). 300,000 compounds, 0.77% hits. AID 2098, 2009;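 active means more than half of replicate wells show activity change below -50%, luminescence cut by over half; inconclusive means some wells, but at most half, below -50%; inactive means no replicate well below -50%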;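 further: luciferase reports HSF-1 transcriptional activity via heat shock element; 0% = median of DMSO wells and -100% = zero luminescence signal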
# KLF5 inhibitor: KLF5 expression inhibitors, primary screen, DLD-1 cells, luminescence. DLD-1 KLF5 promoter-luciferase reporter. inhibition, % at 5 µM. AID 1700, 2009. 290,000 compounds, 0.23% hits;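 active means inhibition above a per-plate limit of that plate's mean compound inhibition plus 3 SD, cut at about 60% in these data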;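 further: 0% = DMSO wells and 100% = LY294002 at 200 µM; higher means less KLF5 promoter-driven luciferase light; inactives centre near -14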
# IEC-6 cytotox: cytotoxicity in IEC-6 intestinal epithelial cells, primary screen, cytotoxicity control for KLF5 inhibitor project, cell-based, luminescence | IEC-6 cytotoxicity, luminescence viability | inhibition, % at 5 µM | 290,000 compounds, 0.78% hits; in the data active means inhibition above about 22%;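 further: 0% = plate median of test compound wells and 100% = cytotoxic reference compound wells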
# HSF-1 act: HSF-1 activators, primary screen, NIH3T3-HGL cells, MG132 stress, luminescence, single point | 300,000 compounds, 1.7% hits | AID 504408, 2011 | NIH3T3-HGL HSF-1 luciferase reporter, 8 h; 100% = twice DMSO control signal | activation, % at 9 µM;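 active means mean replicate activation of at least 50% with a set share of replicates each reaching 50%; inconclusive means only one of those two conditions met; inactive means mean below 50% and too few replicates reaching it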;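 further: 0% = median of the neutral control wells and 100% = twice that signal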
# HIF activator: HIF pathway transcriptional activators, primary screen, cell-based, U2OS HRE-luciferase, luminescence; U2OS HRE-luciferase reporter; normalized: DMSO 0%, desferrioxamine 100%; activation, % at 7.5 µM (by protocol); 300,000 compounds, 0.32% hits; AID 1910, 2009;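 active means mean activation of at least 10% of the iron chelator positive control signal, with at least half of replicates also reaching 10%; inconclusive means mean and replicate majority disagree about reaching 10%; inactive means mean and most replicates under 10%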
# SKKanGAS inh: S. pyogenes SKKanGAS growth inhibitors in kanamycin, primary screen, streptokinase expression inhibitor project, SKKanGAS strain, BacTiter-Glo luminescence | 6 h | inhibition, % at 7.5 µM | 300,000 compounds, 1.3% hits | AID 1662, 2009;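 active means mean replicate score, as percent of positive control median, at least 50; inconclusive means mean below 50 but one replicate at or above 50; inactive means mean and every replicate below 50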;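 further: strain carries kanamycin resistance gene driven by streptokinase promoter and grows in 40 µg/ml kanamycin; loss of luminescence reflects streptokinase promoter inhibition or plain growth inhibition; 0% = median of DMSO wells and 100% = positive control at its reference dose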
# * marks the source's active call; other numbers are inactive results; ? = inconclusive; . = not tested or not shown.
SMILES,Platelet DG rel,HSP90 refold inh,aSyn UTR inh,AI-2 QS modul,HSF1 inh,KLF5 inhibitor,IEC-6 cytotox,HSF-1 act,HIF activator,SKKanGAS inh
COC(=O)c1c(C)nc(C)c(C(=O)OC)c1-c1cccs1,1.2,-2.2,18.0,20.6,-1.2,-7.2,-5.8,1.1,0.2,-4.1
c1ccc(-c2nc3nonc3c3nc4ccccc4n23)cc1,-5.3,1.3,33.6,-3.6,-3.5,2.5,2.0,17.0,.,-5.0
COc1ccc(C)cc1NS(=O)(=O)c1ccc2c(c1)n(C)c(=O)n2C,-1.2,2.0,-5.9,16.2,-11.3,5.8,0.8,9.3,-0.3,-3.3
O=C(N/N=C/C=C\c1ccccc1[N+](=O)[O-])c1cccs1,5.8,-0.9,-27.1,27.4,1.0,-10.8,4.7,29.3,0.2,-5.5
COc1ccc(S(=O)(=O)N2CCOCC2)cc1NC(=O)COc1cccnc1[N+](=O)[O-],-1.6,-3.3,10.8,34.8,-4.2,-7.1,6.3,-3.8,0.7,-4.1
Cc1ccc(Cc2cncc(O)c2)cc1S(=O)(=O)O,0.5,0.3,-12.9,31.6,-6.6,9.9,-1.6,2.3,-17.3,3.3
N#C/C(=C(\O)c1ccco1)c1ccccn1,-37.7,-6.5,-91.4,-0.9,2.9,-63.5,-11.2,6.8,0.9,-1.6
COc1ccc(CNC(=O)Cn2ccc([N+](=O)[O-])n2)cc1OC,4.6,0.6,8.5,26.2,-2.5,-3.7,-0.2,-7.8,0.5,0.1
CCOC(=O)Nc1cc2c(C)cc(=O)oc2cc1C,-0.4,-0.6,11.3,16.9,3.2,-38.6,3.5,-9.5,-0.4,-1.9
C[n+]1ccccc1Nc1cc([N+](=O)[O-])ccc1N,2.2,-0.7,12.0,1.9,-6.7,-52.5,1.7,-4.8,0.3,-2.7

# Looked up above:
# CCOC(=O)Nc1cc2c(C)cc(=O)oc2cc1C | HIF activator: -0.4
# Cc1ccc(Cc2cncc(O)c2)cc1S(=O)(=O)O | KLF5 inhibitor: 9.9
# c1ccc(-c2nc3nonc3c3nc4ccccc4n23)cc1 | aSyn UTR inh: 33.6
# COC(=O)c1c(C)nc(C)c(C(=O)OC)c1-c1cccs1 | HSF-1 act: 1.1
# COc1ccc(C)cc1NS(=O)(=O)c1ccc2c(c1)n(C)c(=O)n2C | IEC-6 cytotox: 0.8
# O=C(N/N=C/C=C\c1ccccc1[N+](=O)[O-])c1cccs1 | Platelet DG rel: 5.8

# (continued)
SMILES,Platelet DG rel,HSP90 refold inh,aSyn UTR inh,AI-2 QS modul,HSF1 inh,KLF5 inhibitor,IEC-6 cytotox,HSF-1 act,HIF activator,SKKanGAS inh
C/C(=N/NS(=O)(=O)c1ccc(C)cc1)[C@H]1C[C@@H]1c1ccccc1,5.8,7.2,-6.5,20.7,-6.4,-2.2,5.3,2.5,0.1,-9.0
CC(=O)Nc1ccc(S(=O)(=O)N2CCN=C2SCc2cccnc2)cc1,6.9,-0.4,-18.9,7.8,-4.1,-7.5,1.2,6.8,-0.3,-7.1
CC(CCc1ccccc1)NC(=O)C(Cc1ccccc1)NS(=O)(=O)c1cccs1 (configuration not stated),2.2,7.4,-3.9,3.0,6.1,-28.5,-0.1,8.9,-0.3,1.3
COC(=O)C1C(c2ccccc2)C(C(=O)N2CCOCC2)C1c1ccccc1 (configuration not stated),-5.6,0.6,-5.5,20.3,7.6,-47.6,-5.2,6.9,0.0,-12.5
O=C(Nc1cccn(Cc2c(Cl)cccc2Cl)c1=O)c1ccc(Cl)cc1Cl,-1.4,-2.0,18.5,14.9,2.8,-42.0,-13.0,-0.2,0.3,7.6
O=c1cc(/C=C/c2ccccc2)oc2c1ccc1ccccc12,-1.9,6.5,-21.0,5.6,-7.7,-19.0,5.5,2.2,1.4,9.2
Cc1cc(OCC(=O)NCCCn2ccnc2)c2c(C)c(C)c(=O)oc2c1,-21.4,9.5,-1.5,15.2,-2.3,-1.1,3.0,-12.5,3.7,-0.5
Cc1c(/C=N\NC(=O)C2(C)CC2(Cl)Cl)cnn1C (configuration not stated),16.9,0.3,-11.4,16.6,0.5,-3.6,9.9,-5.0,-0.3,1.7
Cc1cccc(CC(=O)Nc2ccon2)c1,0.1,2.8,11.0,-1.5,-2.6,-9.1,8.0,-7.0,0.3,3.7
CCOC(=O)C1(CCCc2ccccc2)CCN(C(=O)CCn2cnnn2)CC1,-29.2,2.5,24.0,17.9,20.0,-38.6,0.0,33.3,-0.3,-19.7

# Structures shown so far containing a Cl atom (2):
SMILES,Platelet DG rel,HSP90 refold inh,aSyn UTR inh,AI-2 QS modul,HSF1 inh,KLF5 inhibitor,IEC-6 cytotox,HSF-1 act,HIF activator,SKKanGAS inh
O=C(Nc1cccn(Cc2c(Cl)cccc2Cl)c1=O)c1ccc(Cl)cc1Cl,-1.4,-2.0,18.5,14.9,2.8,-42.0,-13.0,-0.2,0.3,7.6
Cc1c(/C=N\NC(=O)C2(C)CC2(Cl)Cl)cnn1C (configuration not stated),16.9,0.3,-11.4,16.6,0.5,-3.6,9.9,-5.0,-0.3,1.7

# Remaining list, next part.
SMILES,Platelet DG rel,HSP90 refold inh,aSyn UTR inh,AI-2 QS modul,HSF1 inh,KLF5 inhibitor,IEC-6 cytotox,HSF-1 act,HIF activator,SKKanGAS inh
Cc1ccc(-c2ccc(SCC(=O)N3CCCc4ccccc43)nn2)cc1,2.3,1.6,-18.7,17.1,8.4,-9.0,-7.6,1.6,1.4,-6.7
CCC(C)[C@H](NC(=O)NCc1cccnc1)C(=O)OC (some centres not stated),.,-3.1,.,20.4,.,-3.5,-1.6,.,.,-2.7
Cc1ccc(C)c(NC(=O)CN(C)C(=O)c2ccc(-c3cccc(C(F)(F)F)c3)o2)c1,2.5,.,-16.1,35.9,12.3,.,.,4.3,0.3,4.5
COCCNC(=O)Cn1c(=O)oc2cc(S(=O)(=O)N3CC(C)CC(C)C3)ccc21 (configuration not stated),1.6,-5.0,-5.5,28.7,-4.1,-22.3,7.6,0.6,0.1,0.7
CCOC(=O)C1=C(COC(=O)CCOc2ccccc2C)NC(=O)NC1C (configuration not stated),13.7,.,0.7,-8.9,3.2,.,.,20.5,-0.2,2.3
CCC(=O)Nc1cccc(NC(=S)NC(=O)c2cc3ccccc3o2)c1,3.3,-2.1,-132.7,4.0,28.3,-86.7,-3.3,44.4,1.2,0.1
Cc1ccc(NC(=O)CNC(=O)c2ccc3c(c2)OCO3)nc1,0.7,0.9,-19.0,11.2,-5.4,-24.1,-1.2,3.9,0.1,-22.7
COC(=O)/C=C1\SC(N2CCOCC2)=C(c2ccc(OC)cc2)C1=O,1.7,1.3,8.1,41.0,-2.4,-13.8,3.7,-1.3,0.2,1.7
Cc1nn(C(C)C(=O)N2CCCCC2)c(=O)c2c1sc1ccccc12 (configuration not stated),0.6,-0.3,-4.8,29.8,-0.5,3.2,1.5,-5.0,-0.2,-8.8
CC(C)OC(=O)c1ccc(OC(=O)c2cccnc2)cc1,-4.1,0.7,-4.6,6.7,-1.0,-0.7,-2.3,24.2,0.6,-5.7
CCC(=O)Nc1ccc(NC(=S)Nc2ccccc2)cc1,-3.8,1.9,-10.3,25.5,-3.5,-17.7,-2.4,25.3,2.0,3.6
Oc1ccc(/C=N/n2c(COc3ccccc3)n[nH]c2=S)c(O)c1,2.0,-5.5,12.6,-1.8,2.1,-75.8,-1.6,-4.9,-3.6,1.2
CCCCCc1nnc(NC(=O)CN2C(=O)C3CCCCC3C2=O)s1 (configuration not stated),-1.2,2.5,-2.0,8.4,6.6,-13.0,-8.8,-20.9,-0.2,-1.2
O=C(CN1C(=O)c2ccccc2C1=O)Nc1nnc(C2CCCO2)s1 (configuration not stated),6.7,0.1,0.5,17.2,-1.2,-21.1,-1.0,-9.0,0.2,2.6
O=C(NC1CCN(C(=S)NCc2ccco2)CC1)c1cccc(F)c1,-0.8,-5.9,3.1,-0.4,-1.2,-1.7,-2.2,15.7,0.3,-9.4
Cc1ccc(O)c(-c2cc(-c3ccccc3C)[nH]n2)c1,-1.0,-5.8,-36.6,16.5,122.9,2.5,-0.6,161.7*,3.3,41.7
O=C(COc1ccc(Cl)cc1)c1ccc(O)cc1O,13.0,-1.7,-40.1,?,13.7,-45.1,-3.1,21.2,2.0,19.6
COc1ccc(NC(=O)Cn2cnc3ccccc3c2=O)cc1OC,-0.9,-3.0,12.0,-76.3*,1.8,-16.4,-5.6,-2.7,-0.8,-6.0
COc1ccc(C(=O)NCCNc2nc3ccc(C)cc3cc2C#N)cc1,5.3,4.3,-0.3,-3.4,8.9,-24.9,0.4,14.9,1.2,-3.9
CC(C)CC(=O)Nc1nc(-c2ccc(S(=O)(=O)N3CCOCC3)cc2)cs1,-12.6,-1.4,-1.5,15.7,-4.4,-17.5,3.0,1.8,-23.5,0.9
Cc1ccc(Nc2nc(N)nc(CSc3nnnn3-c3ccccc3)n2)cc1,2.2,0.2,32.9,20.9,9.2,-19.0,-2.8,0.8,0.1,6.4
O=C(CN1CCCCC1)N/N=C/c1ccc(Cl)cc1Cl,-3.2,-4.1,5.0,18.3,1.3,-23.2,3.2,1.9,-16.9,-0.1
CC1C(=O)N2CCCc3cc(NC(=O)c4ccccc4Br)cc1c32 (configuration not stated),.,.,9.2,0.5,0.3,.,.,7.3,0.5,-1.5
CC12CC3CC(C)(C1)CC(C(=O)Nc1nn[nH]n1)(C3)C2,-5.0,7.1,13.6,20.9,-1.0,-57.3,-2.8,-5.1,0.2,0.0
O=C(O)C1C2C=CC(C2)C1C(=O)NCCCN1CCCC1=O (configuration not stated),-0.7,-5.2,-1.7,11.6,-5.7,-25.3,-2.6,-9.7,0.2,-2.4
COc1ccc(COC(=O)c2c(C)nn(-c3ccccc3)c2Cl)cc1,-4.4,3.2,-11.1,-9.4,11.9,-27.9,5.0,11.3,1.6,10.5
COc1ccc(-c2cc(C#N)nc(Oc3ccc(Cl)cc3)n2)cc1,-0.8,2.8,3.6,8.0,-5.8,9.1,4.7,-7.2,0.7,-1.6
O=C(NC1CCCc2ccccc21)c1cc(S(=O)(=O)N2CCOCC2)ccc1F (configuration not stated),-14.0,-2.4,-9.9,11.7,3.7,-22.9,-3.2,10.1,0.0,10.6
Cc1c(C(=O)NCc2ccc3c(c2)OCO3)oc2ccc(S(=O)(=O)N3CCC(C)CC3)cc12,-4.8,0.0,33.0,-0.9,-1.2,-3.4,6.0,4.3,-1.7,-3.6
O=C(CC1NCCNC1=O)OCc1ccccc1 (configuration not stated),-1.1,-0.4,-11.8,20.8,-2.4,-18.7,1.0,0.9,0.0,-4.0
